BL2 CD40 inh = CD40 pathway inhibition in BL2 cells | BL2 NF-kB luciferase reporter, CD40L-induced, 4 h | inhibition, % at 10 µM | 0.94% of 83,000 active;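 active means mean inhibition of at least 50% with a set share of replicates also reaching that level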;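 further: 0% = neutral control wells and 100% = IKK inhibitor VII at 50 µM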
* hit, by the source's call; & = joins results of further samples; [ ] = dose if it differs, or a comment. Not all compounds are listed, so the mix of outcomes need not match the whole.

SMILES	BL2 CD40 inh
CCNC(=O)[C@H]1[C@H](CO)[C@H]2Cn3c(cccc3=O)[C@H]2N1C(=O)CC1CC1	-7[25 µM]
Cc1noc(C)c1C(=O)OCC(=O)NC(=O)c1ccc(C(C)(C)C)cc1	-15
O=C(NCCN1CCCCC1)c1ccc(Oc2cc(Cl)cc(Cl)c2)o1	9
O=c1c(-c2ccccc2)c(O)c2cccc3c2n1CCC3	0
Fc1cc(F)c(F)c(SCn2cc(Br)cn2)c1F	16
COc1ccc(OCCN(C)Cc2c(O)ccc3ccccc23)cc1	2
O=C(O)c1ccccc1SCc1ccc2c(c1)OCO2	15
O=c1[nH]n(-c2ccccc2)c(=O)cc1Cl	6
O=C(NCc1ccccc1)c1cnc(-c2ccccn2)nc1C(F)(F)F	-11
CCC(=O)Nc1nc2c(s1)COc1ccccc1-2	-5
Cc1noc(C)c1NC(=O)N1C[C@H](O)COC[C@@H]2O[C@H](CC(=O)N[C@@H]3CCN(Cc4ccccc4)C3)CC[C@H]21	-4[25 µM]
CC(CC(=O)N1CCN(S(=O)(=O)c2ccc([N+](=O)[O-])cc2)CC1)c1ccccc1 (configuration not stated)	7
COC(=O)c1cc(S(=O)(=O)N2CCN(Cc3ccccc3)CC2)cn1C	1&3
O=C(CCNS(=O)(=O)c1ccccc1)OCC(=O)c1ccc(F)cc1	-5
CC(=O)NC(Cc1c[nH]c2ccccc12)C(=O)Nc1ccc2c(c1)OCO2 (configuration not stated)	-21
COc1ccc(C(=O)COC(=O)Cn2cnc3ccccc3c2=O)c(OC)c1	-4
COc1ccc(NC(=O)Nc2nccs2)cc1	-63
CN(C)S(=O)(=O)c1ccc(SCC(=O)Nc2ccc3c(c2)OCCO3)nc1	-26
CN1C(=O)c2cc(NC(=O)C3CCOCC3)ccc2OC[C@@H]2O[C@H](CC(=O)NCCc3ccncc3)CC[C@H]21	-3[25 µM]
Cc1onc(-c2ccccc2)c1C(=O)N1CCCC1	5
O=C(O)C1C2CCC(CC2)C1C(=O)N1CCN(Cc2ccc(F)cc2)CC1 (configuration not stated)	8
O=C(CN1CCCCC1)NC(=O)NC1CCCCC1	-46
COc1ccc(CNC(=O)CCC(=O)c2ccc(F)cc2)cc1OC	7
OC[C@@H]1[C@H](c2ccccc2)C2(CN(Cc3cccnc3)C2)N1Cc1ccncc1	-11[25 µM]
Cc1ccc(NC(=O)CCC(=O)N2CCOCC2)nc1	-7
CCC(C)[C@@H]1NC(=O)N(CCCN2CCCC2=O)C1=O (some centres not stated)	1
CCOC(=O)C1(CCCc2ccccc2)CCN(C(=O)c2cc(C)nc(C)n2)CC1	-7
CCCCCn1cnc2sc(CC)cc2c1=O	-78
CCNC(=O)[C@H]1[C@H](CO)[C@H]2Cn3c(cccc3=O)[C@@H]1N2CCC(F)(F)F	-7[25 µM]
CN(C)C(=O)c1ccc(-c2ccccc2[C@H]2[C@@H](C#N)N(C(=O)C3CCC3)[C@@H]2CO)cc1	-19[25 µM]
CCn1c(=O)[nH]c2cc(C(=O)N3CCN(c4ccccc4)CC3)ccc2c1=O	8
CC1=C2C3OC(=O)C(C)C3CCC2(C)C=CC1=NO (configuration not stated)	3
O=C1CCc2cc(NS(=O)(=O)c3ccc([N+](=O)[O-])cc3)cc3c2N1CC3	-12
CCCCN(C(=O)c1cc2c(s1)CCCC2)c1c(N)n(CCC)c(=O)[nH]c1=O	28
CC(O)CN(Cc1cccc(Cl)c1)CC(C)O (configuration not stated)	3
N#C[C@@H]1[C@@H](c2ccccc2-c2cccc(F)c2)[C@H](CO)N1C(=O)C1CCC1	0[25 µM]
Cc1noc(C)c1COC(=O)C1(c2cccc(F)c2)CCCC1	7
C[C@@H]1CN([C@@H](C)CO)C(=O)c2cc(NC(=O)Cc3ccccc3)ccc2O[C@H]1CN(C)Cc1ccc(Oc2ccccc2)cc1	3
COc1cc2c(cc1OC)C(=O)C(Br)CC2 (configuration not stated)	100*
CN(CC1COc2ccccc2O1)C(=O)c1ccc(N(C)C)cc1 (configuration not stated)	7
O=C(c1cc2ccccc2o1)N1CCN=C1SCc1cccc(F)c1	6
Cc1noc(NS(=O)(=O)c2ccc(NC(=O)c3ccc(Br)o3)cc2)c1C	9
Cc1c(NC(=O)CN2CCN(c3cccc(Cl)c3)CC2)c(=O)n(-c2ccccc2)n1C	1
CC(Sc1n[nH]c(=O)n1Cc1ccccc1)C(=O)NC1CCCCC1C (configuration not stated)	6
CCCCNC(=O)CC(C(=O)N1CCc2ccccc21)n1ccnc1 (configuration not stated)	6
O=C(NC1CCCC1)c1cc(-c2cccs2)on1	-24
C[C@H](CO)N1C[C@H](C)[C@@H](CN(C)C(=O)Nc2cccc3ccccc23)OCCCC[C@H](C)Oc2ccc(NC(=O)CCC(F)(F)F)cc2C1=O	12[25 µM]
O=C(Nc1nc2ccc(C(=O)N3CCCCC3)cc2s1)C1CCCCC1	-1
Cc1ccnn1CCC(=O)N1CCCC(CCC(=O)NCc2ccccc2F)C1 (configuration not stated)	-6
COc1cccc(NC(=O)C(=O)NCCC2CCCCN2S(=O)(=O)c2ccccc2)c1 (configuration not stated)	-43
C[C@@H]1CN([C@H](C)CO)C(=O)c2c(c3ccccc3n2C)-c2ccccc2CO[C@@H]1CN(C)C(=O)CCC(F)(F)F	10[25 µM]
O=C(CSc1cccc2cccnc12)Nc1cccc(S(=O)(=O)N2CCOCC2)c1	-7
C[C@H](NC(=O)c1ccco1)C(=O)N1CCCC1	4
NN=C1c2ccccc2C(=O)C1C(=O)C(c1ccccc1)c1ccccc1 (configuration not stated)	4
Cc1onc(-c2c(F)cccc2Cl)c1C(=O)NNC(=O)C1CCN(Cc2ccccc2)CC1	3
COCCNCCCCOc1c(Cl)cc(C)cc1Br	11
C/C(Cl)=C/Cn1c(NCCN(C)C)nc2c1c(=O)n(C)c(=O)n2C	17
Clc1ccc(-c2nnc(SCc3cn4ccsc4n3)n2CC2CCCO2)cc1 (configuration not stated)	-7
CO[C@@H]1CN(C)C(=O)c2cc(NC(=O)NC(C)C)ccc2OC[C@@H](C)N(C(=O)CN(C)C)C[C@@H]1C	-11[25 µM]
CC(/C=C/c1ccco1)=N\NC(=O)COc1ccc(C)c(C)c1	12
The list goes on:
SMILES	BL2 CD40 inh
CCCn1c(=N)n(CC(=O)C(C)(C)C)c2ccccc21	4
O=C(O)C1Cc2ccccc2CN1C(=O)CCl (configuration not stated)	11
COc1cccc(C#Cc2ccc([C@@H]3[C@H](C#N)N(C(=O)C4CCC4)[C@H]3CO)cc2)c1	7
N#C[C@@H]1[C@@H](c2ccc(C3=CCCC3)cc2)[C@H](CO)N1C(=O)c1cccc(F)c1	-15
CC(C)NC(=O)N1C[C@@H]2[C@H](c3ccccc31)[C@H](CO)N2C(=O)Nc1ccc(F)cc1	6
CC[C@H](C)[C@H](NC(N)=O)C(=O)OCC(=O)NCc1ccc(Cl)cc1	4
CC(=O)c1ccc(N2CCOCC2)cc1O	-3[25 µM]
O=C(O)Cn1c(C(F)(F)F)nc2ccccc21	12
COc1ccc(S(=O)(=O)N(C)C[C@@H]2Oc3ccc(NC(=O)Nc4ccc(C(F)(F)F)cc4)cc3C(=O)N([C@@H](C)CO)C[C@@H]2C)cc1	77*[25 µM]
O=C(c1ccco1)N1CCN(c2ncnc3c2nnn3Cc2ccccc2Cl)CC1	11
Cn1c(N/N=C/c2ccccc2)nc2sc3c(c2c1=O)CCC3	-38
CNC[C@@H]1OCCCC[C@@H](C)Oc2ccc(NC(=O)Nc3ccc(C(F)(F)F)cc3)cc2C(=O)N([C@H](C)CO)C[C@H]1C	2
O=C(Nc1cccc(N2C(=O)C=CC2=O)c1)c1cccs1	99*
CCOc1ccc(N2C(=O)c3ccc(C(=O)OCC(=O)N(CC)C4CCS(=O)(=O)C4)cc3C2=O)cc1 (configuration not stated)	-17
C[C@H](CO)N1C[C@H](C)[C@H](CN(C)C(=O)C2CCCCC2)Oc2ncc(-c3ccccc3F)cc2C1=O	-11[25 µM]
COCCNC(=O)c1ccc(C)cc1C	0
CN1CCCN(C(=O)CNC(=O)Cc2ccccc2)CC1	15
Cc1cc(C)c(S(=O)(=O)NCC(=O)O)cc1C	9
O=C(C[C@@H]1C[C@@H]2c3cc(NC(=O)C4CCOCC4)ccc3O[C@@H]2[C@H](CO)O1)NCc1cc(F)ccc1F	-12[25 µM]
Fc1cccc(Nc2cc(-n3cccn3)ncn2)c1	-36
COc1ccc(NC(=O)N(C)C[C@H]2OCc3ccccc3-c3c(n(C)c4ccccc34)C(=O)N([C@@H](C)CO)C[C@@H]2C)c(OC)c1	2[25 µM]
CO[C@H]1CN(C)C(=O)c2cc(NC(=O)CC(F)(F)F)ccc2OC[C@H](C)N(CC2CC2)C[C@H]1C	0[25 µM]
O=C(Nc1ccccc1)O/N=C/c1ccncc1	-85
CCc1cccc2c(C(=O)C(NCCOC)c3ccccc3)c[nH]c12 (configuration not stated)	2
C[C@H](CO)N1C[C@H](C)[C@H](CN(C)C(=O)Nc2ccc3c(c2)OCO3)OCc2ccccc2-c2ccccc2C1=O	-19[25 µM]
CC1CCCC(C)N1/N=C/c1ccccc1OC(F)F (configuration not stated)	6
c1ccc(-c2cc3nc(NCc4ccc5c(c4)OCO5)ccn3n2)cc1	-62
Cc1c(NC(=O)c2cccc(NC(=O)COc3cccc(Br)c3)c2)c(=O)n(-c2ccccc2)n1C	-1
COC(C(=O)N/N=C(\C)CC(=O)Nc1ccc(Cl)cc1C)c1ccccc1 (configuration not stated)	5
CCc1c(C)sc(NC(=O)c2ccco2)c1C(=O)N1CCOCC1	9
CCOc1ccc(CCNC(=O)C2CC(=O)N(Cc3ccc(C)cc3)C2)cc1OCC (configuration not stated)	-11
CC(C)(C)c1nnc(N/N=C/c2ccccc2)n(N)c1=O	-15
COc1ccc(NS(=O)(=O)c2cc3c4c(c2)CCN4C(=O)CC3)c(OC)c1	-4
Cc1ccc(SCc2nnc(N)s2)cc1	-35
C[C@@H]1CN([C@@H](C)CO)C(=O)CCCn2nncc2CO[C@@H]1CN(C)C(=O)Nc1ccc(-c2cccs2)cc1	-17[25 µM]
CC(=O)c1ccccc1NC(=O)COC(=O)c1ccccc1NC(=O)c1ccccc1	6

A different layout for part of the listing above.
mol | BL2 CD40 inh
CN1CCCN(C(=O)CNC(=O)Cc2ccccc2)CC1 | 15
Cc1cc(C)c(S(=O)(=O)NCC(=O)O)cc1C | 9
O=C(C[C@@H]1C[C@@H]2c3cc(NC(=O)C4CCOCC4)ccc3O[C@@H]2[C@H](CO)O1)NCc1cc(F)ccc1F | -12[25 µM]
Fc1cccc(Nc2cc(-n3cccn3)ncn2)c1 | -36
COc1ccc(NC(=O)N(C)C[C@H]2OCc3ccccc3-c3c(n(C)c4ccccc34)C(=O)N([C@@H](C)CO)C[C@@H]2C)c(OC)c1 | 2[25 µM]
CO[C@H]1CN(C)C(=O)c2cc(NC(=O)CC(F)(F)F)ccc2OC[C@H](C)N(CC2CC2)C[C@H]1C | 0[25 µM]
O=C(Nc1ccccc1)O/N=C/c1ccncc1 | -85
CCc1cccc2c(C(=O)C(NCCOC)c3ccccc3)c[nH]c12 (configuration not stated) | 2
C[C@H](CO)N1C[C@H](C)[C@H](CN(C)C(=O)Nc2ccc3c(c2)OCO3)OCc2ccccc2-c2ccccc2C1=O | -19[25 µM]
CC1CCCC(C)N1/N=C/c1ccccc1OC(F)F (configuration not stated) | 6
c1ccc(-c2cc3nc(NCc4ccc5c(c4)OCO5)ccn3n2)cc1 | -62
Cc1c(NC(=O)c2cccc(NC(=O)COc3cccc(Br)c3)c2)c(=O)n(-c2ccccc2)n1C | -1
COC(C(=O)N/N=C(\C)CC(=O)Nc1ccc(Cl)cc1C)c1ccccc1 (configuration not stated) | 5
CCc1c(C)sc(NC(=O)c2ccco2)c1C(=O)N1CCOCC1 | 9
CCOc1ccc(CCNC(=O)C2CC(=O)N(Cc3ccc(C)cc3)C2)cc1OCC (configuration not stated) | -11
CC(C)(C)c1nnc(N/N=C/c2ccccc2)n(N)c1=O | -15
COc1ccc(NS(=O)(=O)c2cc3c4c(c2)CCN4C(=O)CC3)c(OC)c1 | -4

Next part
SMILES	BL2 CD40 inh
CO[C@@H]1CN(C)C(=O)c2cc(NC(=O)NC(C)C)ccc2OC[C@@H](C)N(Cc2ccccc2)C[C@@H]1C	14[25 µM]
COC(=O)Nc1nc2c(C)cccc2s1	-26
Cc1nn(-c2ccccc2)c2sc(C(=O)N3CCOCC3)cc12	-86
Cc1cc(NC(=O)c2ccc(-c3ccccc3F)o2)no1	-83
C[C@@H]1COCn2nncc2CC[C@H](Cc2ccc(-c3ccccc3)cc2)C(=O)N1	4[25 µM]
O=[N+]([O-])c1ccccc1CN1CCN(Cc2ccc3ccccc3c2)CC1	-5
O=C(C1CCOCC1)N1C[C@H]2[C@@H](c3ccccc31)[C@H](CO)N2C(=O)Nc1ccccc1F	1[25 µM]
COc1ccc(N2CCN(C(=O)c3cccc(S(=O)(=O)N4CCCc5ccccc54)c3)CC2)cc1	-3
C[C@@H]1CN([C@H](C)CO)C(=O)CCCn2nncc2CO[C@@H]1CN(C)Cc1ccc2cccnc2c1	6[25 µM]
CC(=O)OCC(=O)Nc1ccccc1C	4
CCS(=O)(=O)NCC[C@H]1CC[C@@H](NC(=O)Nc2cc(Cl)cc(Cl)c2)[C@@H](CO)O1	-7[25 µM]
c1ccc2c(c1)cnc1ccccc12	7&2
Cc1nc(SCc2ccccc2)c2oc3ccccc3c2n1	2
COc1cc(/C=C/C(=O)OCC(=O)N2CCc3ccccc32)cc(OC)c1OC	3
O=C(Nc1nccs1)NC1CCCCC1	-6
CCC(COC(=O)Nc1cccc(C)c1C)NC(=O)OCC(C)C (configuration not stated)	3
COc1ccc(-c2ccc([C@H]3[C@@H](C#N)N(C(=O)NC4CCCC4)[C@@H]3CO)cc2)cc1	13
CC1(N=Cc2cc(Cl)ccc2O)COP(=O)(Nc2ccccc2)OC1 (configuration not stated)	6
OC[C@H]1[C@@H](c2ccc(-c3ccc(F)cc3)cc2)[C@@H]2CN(Cc3ccncc3)CCCCN12	-34[25 µM]
Cc1noc(C)c1S(=O)(=O)NC(=O)C1(C)CCN1C(=O)C1(c2ccc(Cl)cc2)CC1 (configuration not stated)	9
CN1C(=O)c2cc(NC(=O)Cc3cccs3)ccc2OC[C@@H]2O[C@@H](CC(=O)NCC3CCCCC3)CC[C@H]21	7[25 µM]
O=C(O)C[C@H]1C[C@@H]2c3cc(NS(=O)(=O)c4ccc(F)cc4)ccc3O[C@@H]2[C@H](CO)O1	-2[25 µM]
Nc1cc2c(cc1[N+](=O)[O-])OCCO2	7
